# GalR3 antagonist = blocks the human galanin receptor 3. O60755. HEK293 GalR3-CNG cAMP membrane potential fluorescence; galR3 body fused to GalR1 C-terminus. inhibition, % at 3 µM. actives 0.44% (n = 360,000). AID 651719;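 active means inhibition above the screen-wide average plus 3 SD, cut at about 13% in these data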;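 further: forskolin and galanin both at EC90 stimulate the cells; cAMP rise reported by CNG channel membrane potential dye signal; 0% = forskolin plus galanin with DMSO and 100% = forskolin alone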
# Target sequence (O60755 1-299 limits assumed): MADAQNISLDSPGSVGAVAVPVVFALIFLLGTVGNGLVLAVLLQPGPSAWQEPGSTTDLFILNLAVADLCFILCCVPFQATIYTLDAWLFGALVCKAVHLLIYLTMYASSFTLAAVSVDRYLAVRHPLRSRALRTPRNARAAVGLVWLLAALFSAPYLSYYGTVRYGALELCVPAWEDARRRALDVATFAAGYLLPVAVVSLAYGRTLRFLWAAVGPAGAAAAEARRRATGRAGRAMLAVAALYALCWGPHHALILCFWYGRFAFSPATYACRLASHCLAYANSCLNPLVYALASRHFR
# M4 PAM = potentiates acetylcholine response at human M4 receptor; actives 0.4% (n = 360,000); CHO-K1 hM4/Gqi5, Fluo-8 calcium fluorescence, ACh EC20; 0% = ACh EC20, 100% = maximal ACh; activation, % at 3 µM;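 active means activation above its plate's cutoff, the mean activation of sample wells plus 3 SD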; further: some results filed as inactive read as strong as hits
# Target sequence (P08173 whole entry, looked up): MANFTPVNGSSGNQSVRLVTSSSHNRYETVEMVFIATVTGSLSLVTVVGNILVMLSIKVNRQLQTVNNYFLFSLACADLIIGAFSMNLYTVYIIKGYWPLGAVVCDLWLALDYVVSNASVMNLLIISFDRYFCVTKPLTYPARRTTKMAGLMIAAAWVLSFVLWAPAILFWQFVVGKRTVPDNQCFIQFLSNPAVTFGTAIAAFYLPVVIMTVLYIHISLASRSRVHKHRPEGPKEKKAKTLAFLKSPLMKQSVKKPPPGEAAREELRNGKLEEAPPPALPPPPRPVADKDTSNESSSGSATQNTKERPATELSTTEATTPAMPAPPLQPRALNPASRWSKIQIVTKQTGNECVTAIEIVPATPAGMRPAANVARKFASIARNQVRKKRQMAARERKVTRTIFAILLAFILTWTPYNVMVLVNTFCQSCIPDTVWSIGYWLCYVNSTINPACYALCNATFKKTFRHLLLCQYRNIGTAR
# Numbers without * were called inactive. The list is partial; count on the stated rates, not on these rows.
SMILES,GalR3 antagonist,M4 PAM
CCOC(=O)[C@]12CCCC=C1N(CCC1=CCCCC1)C(=O)[C@H](CC(=O)N1CCCC1)C2,-1,16
Cn1cc(Cc2ccc(C(=O)NCc3ccccc3)cn2)c2ccccc21,-5,11
CN(C)c1ccc(-c2cc(NC=O)c3ncc(-c4ccc(F)c(Cl)c4)n3c2)cc1,-1,-8
Cc1ccc(-c2nc3cc(C)c(Br)c(C)n3c2Cc2ccsc2)cc1,-3,11
COc1ccccc1Cn1c(C)c(C(=O)NCc2ccc3c(c2)OCCO3)sc1=O,-1,-6
CCCCCCCCN1C(=O)[C@H](CC(=O)N2CCSCC2)C[C@@]2(C(=O)OC)CC(C)(C)CC=C12,-7,-10
CCC(c1nnnn1-c1ccc2c(c1)OCCO2)N1CCN(c2ccc(C(F)(F)F)cc2[N+](=O)[O-])CC1 (stereo unspecified),-2,-9
Cc1cc(C(=O)N2CCC(C)(C(=O)NS(=O)(=O)C3CC3)C2)n(C(C)(C)C)n1 (stereo unspecified),-1,-2
COc1ncc(-c2ccc(N3C(c4ccsc4)=Cc4ccc(F)cc4C3CC(C)=O)cc2)cn1 (stereo unspecified),-7,-1
COC(=O)c1ccccc1COc1cccn2c(N(C)CC3CC3)c(C)nc12,-8,-10
CCCCc1c(-c2ccccc2OC)ncn1CCc1ccc(Cl)cc1,-9,-10
CC(=O)NCCNc1nc(NC(C)C)nc2ccsc12,-7,12
CN(C)CCNC(=O)c1ccc(-c2cn3c(-c4ccc(Oc5ccccc5)cc4)cnc3cn2)cc1,-5,-5
CN(C)CCCNC(=O)c1cccc(-c2cnc3cccnn23)c1,-3,7
COc1ccc(-c2cc(CNc3nc(NC(C)C)nc4cc(-c5ccccc5)sc34)on2)cc1,-7,1
CCc1nc2c(OCc3ccc(C(F)(F)F)cc3)cccn2c1N(C)C(=O)c1ccc(C)cc1,-2,-4
Cc1ccc(S(=O)(=O)N2c3ccccc3OC(C(=O)OC(C)(C)C)(C(=O)OC(C)(C)C)C2CC(=O)c2ccccc2)cc1 (stereo unspecified),9,11
CC(C)C[C@@H](COCc1cccc(Cl)c1)N1CCN(C(=O)c2cccc(C(F)(F)F)c2)CCC1=O,-5,0
Cc1ccc(NC(=O)C2(C)CCN2CCc2ccccc2)cc1O (stereo unspecified),-7,1
CCc1nc2ccc(C(=O)Nc3cccc(OCC(=O)N(C)C)c3)cn2c1N(C)Cc1ccc(N(C)C)cc1,0,-12
O=C1Cn2nnc(-c3ccccc3)c2C2c3ccccc3CCN12 (stereo unspecified),10,2
CNc1ccc(Cl)cc1S(=O)(=O)c1ccccc1[N+](=O)[O-],-9,10
O=C1NC[C@H](CCCCN2C[C@H](Cc3ccccc3)N(CCc3ccc(O)cc3)C(=O)C2=O)N(CCc2ccccc2)C1=O,-4,13
COc1ccccc1CCC(=O)Nc1ccc2c(c1)c(=O)n(C)n2Cc1ccc(F)cc1,-5,-1
CC1(C(=O)Nc2ccc3c(c2)OCO3)Cc2c(-c3cccc(C(F)(F)F)c3)ccnc2O1 (stereo unspecified),-6,-1
CC1(C(=O)NC2CCCC2)CCC(=O)N1CCCn1ccnc1 (stereo unspecified),-6,-7
Cc1cccc(C)c1-n1nnnc1C1(C)CCC(=O)N1CC1CCCCC1 (stereo unspecified),-4,11
COCCCN1C(=O)C(CC(=O)NCc2ccco2)CC(C(=O)N(C(C)C)C(C)C)=C1C (stereo unspecified),-5,-2
COC(=O)[C@@]12C[C@@H](CC(=O)N3CCCC3)C(=O)N(Cc3ccco3)C1=CCC(C)(C)C2,-7,19
O=C(Nc1ccccc1Oc1ccccc1)[C@@H]1O[C@H](CO)[C@H](O)[C@H](O)[C@H]1O,-5,-4
CN(Cc1ccc2c(c1)CCCN2C)C(=O)[C@H]1O[C@@H](n2cnc3c(N)ncnc32)[C@H](O)[C@@H]1O,42*,1
COc1ccc(-c2nc3c4ccccc4ccn3c2Cc2ccccc2C(F)(F)F)cc1OC,-7,6
CCOc1ccc(CCN2C(=O)C(=O)N([C@@H](Cc3ccccc3)CN3CCC[C@H]3CN3C(=O)C(=O)NC[C@@H]3Cc3ccccc3)C[C@@H]2CC(C)C)cc1,-9,4
CCCCn1nnnc1C(c1cc2ccccc2o1)N1CCN(CC(=O)N2CCCC2)CC1 (stereo unspecified),-9,-1
N#CCCN(Cc1ccccc1)C(c1ccnc2ccccc12)c1nnnn1-c1ccc2c(c1)OCCO2 (stereo unspecified),2,17
COCCCNC(=O)C[C@@H]1C[C@@]2(C(=O)OC)CCCCC=C2N(Cc2ccc(Cl)cc2Cl)C1=O,-6,-7
Cc1nc(C(F)(F)F)ccc1C(=O)N1CCC1(C)C(=O)Nc1ccc2c(c1)OCO2 (stereo unspecified),-2,4
CCCC(=O)N1CCC1(C)C(=O)Nc1ccc2c(c1)OCCO2 (stereo unspecified),2,3
Nc1ncnc2c1ncn2[C@@H]1O[C@H](C(=O)N[C@H]2c3ccccc3C[C@H]2O)[C@@H](O)[C@H]1O,20*,7
COC(=O)[C@]12CCCCC=C1N(CCc1ccc(OC)c(OC)c1)C(=O)[C@H](CC(=O)N1CCC(c3ccccc3)CC1)C2,-8,-8
CN(C)c1ccc(CC(=O)N2CCCCC2c2cc(C(=O)Nc3cccc4c3CCCC4)no2)cc1 (stereo unspecified),-1,-8
Cc1ccc(S(=O)(=O)NC(=O)C2(C)CCN2C(=O)CCc2ccc(Cl)cc2Cl)cc1 (stereo unspecified),-7,9
COC(=O)[C@@]12C[C@@H](CC(=O)N3CCCCC3)C(=O)N(CCc3ccc(OC)c(OC)c3)C1=CCC(C)(C)C2,-5,12
Cc1cc(C)n2c(Nc3ccc4c(c3)OCCO4)c(-c3ccc(F)cc3)nc2n1,-2,5
COC(=O)c1cccc(OCCCN2CCC(C(O)(c3ccccc3)c3ccccc3)CC2)c1,-10,-10
O=C(Nc1ccccc1Cl)c1cc(C2CCCN(C(=O)c3ccccc3)C2)on1 (stereo unspecified),-6,8
COc1ccc(-c2cc(NC(C)=O)c3ncc(-c4ccccc4)n3c2)cc1OC,0,-4
CC(C)C[C@H]1CN(CCCC[C@@H]2CNC(=O)C(=O)N2CC2CCCCC2)C(=O)C(=O)N1CCc1ccccc1,-6,9
Nc1nc2c(ncn2[C@@H]2O[C@H](CNCc3ccc4ncccc4c3)[C@@H](O)[C@H]2O)c(=O)[nH]1,-5,7
COc1ccc(NC(=O)C2(C)Cc3c(-c4ccc(NC(C)=O)cc4)ccnc3O2)cc1 (stereo unspecified),-6,-5
CCOC1=C2[C@@H](CN(S(=O)(=O)c3ccc(C)cc3)[C@H]2c2ccccc2F)[C@H]2C(=O)N(Cc3ccccc3)C(=O)[C@H]2C1,-5,-3
C[C@H]1CN([C@@H](C)CO)C(=O)CCCn2cc(nn2)CO[C@@H]1CN(C)C(=O)Nc1ccc(-c2cccs2)cc1,-7,9
CCOC(=O)[C@]12CCC=C1N(Cc1cccc3ccccc13)C(=O)[C@H](CC(=O)NCc1ccc(OC)c(OC)c1)C2,0,-4
CC1(C(=O)NS(=O)(=O)C2CC2)CCCN(C(=O)c2cccc(OC(F)(F)F)c2)C1 (stereo unspecified),-4,3
COc1cccc(NC(=O)N2CCc3nc(NCc4cccc(Oc5ccccc5)c4)ncc3C2)c1,-6,-10
O=C1NC[C@H](CCCCN2C[C@H](Cc3ccccc3)N(CCC3CCCCC3)C(=O)C2=O)N(Cc2ccccc2)C1=O,-5,10
COc1ccccc1COc1cccn2c(N(C)C(=O)CCC3CCCC3)c(C)nc12,-2,-14
COc1cccc(-c2cnc(C(O)c3ccc(F)cc3C)[nH]2)c1 (stereo unspecified),-6,5
CCC(C)CN1C(=O)CSCC1(C)C(=O)Nc1c(C)cccc1C (stereo unspecified),-5,4
Brc1ccc2nc(C3CCCCC3)c(Cc3ccccc3)n2c1,-4,4

# Looked up by structure from the list above (2):
SMILES,GalR3 antagonist,M4 PAM
COC(=O)c1cccc(OCCCN2CCC(C(O)(c3ccccc3)c3ccccc3)CC2)c1,-10,-10
CCOC(=O)[C@]12CCC=C1N(Cc1cccc3ccccc13)C(=O)[C@H](CC(=O)NCc1ccc(OC)c(OC)c1)C2,0,-4

# The results go on.
SMILES,GalR3 antagonist,M4 PAM
CN(Cc1ccccc1)C(=O)[C@@H]1CCCN1C(=O)[C@@H]1CCCN1C(=O)c1cccs1,-5,8
COc1ccc(C(C)(O)c2nc(-c3cccc(C#N)c3)cs2)cc1 (stereo unspecified),-5,-4
CCCCNC(=O)c1ccc(Cc2cn(C)c3ccccc23)nc1,-5,7
COCc1cn(-c2nc3ccccc3s2)nn1,-5,2
CCCCn1nnnc1C1(C)CCC(=O)N1Cc1ccc(C)cc1 (stereo unspecified),-6,18
COCCNC(=O)C1(C)CCN(C(=O)c2cc(-c3ccccc3)cs2)C1 (stereo unspecified),6,11
CC(=O)c1cccc(NC(=O)C2(C)Cc3c(-c4cccc(C(N)=O)c4)ccnc3O2)c1 (stereo unspecified),-3,-2
CSc1ccc(CN2CCC(C)(Oc3ccc4ccccc4c3)C2)cc1 (stereo unspecified),-5,-6
Cc1ccccc1S(=O)(=O)N1CCN(c2ccc3c(c2)C2CC3CCN2C(=O)OCc2ccccc2)CC1 (stereo unspecified),-6,-8
CC(C)Nc1ncnc2c1ncn2[C@H]1CN(Cc2ccccc2)C[C@@H](CO)O1,-6,1
CCOC(=O)[C@]12CCC=C1N(CCC1=CCCCC1)C(=O)[C@H](CC(=O)N1CCSCC1)C2,0,0
O=C(CSc1nc2ccc(F)cc2c(=O)n1-c1ccccc1)Nc1ccc2c(c1)CCC2,-9,3
COc1cc(CN2CCC(C(=O)NC(c3ccccc3)c3ccsc3)CC2)cc(OC)c1 (stereo unspecified),-6,2
O=C(NCc1ccc(F)cc1)c1cc(C2CCCCN2C(=O)c2ccccc2)on1 (stereo unspecified),-5,-5
COCCNc1nc(NCc2ccc(C(C)C)cc2)c2sccc2n1,-9,-4
CCc1nc2c(OCC(=O)c3ccc(Cl)cc3Cl)cccn2c1N(C)C(=O)COc1ccccc1,-5,-7
Nc1[nH]c(C(=O)c2ccccc2)c(-c2ccc(Cl)cc2)c1C(=O)NCc1ccccc1,1,1
CC(C)(C)S(=O)N1Cc2cc(C(=O)Nc3ccc(-c4ccccc4)cc3)nc(-c3cccc(-c4cc5ccccc5o4)c3)c2[C@@H]1CCO (stereo partly specified),-1,21*
Cc1ccc(S(=O)(=O)N2C[C@H]3[C@H]4C(=O)N(C)C(=O)[C@H]4CC(=O)[C@H]3[C@@H]2c2ccccc2Cl)cc1,-5,2
Cc1ccc(NC(=O)C2(C)CCN2C(=O)CC(c2ccccc2)c2ccccc2)cc1 (stereo unspecified),-6,4
CCCCCCN1CCN(C2CN(Cc3cn(Cc4ccc(C)cc4)nn3)S(=O)(=O)C2)CC1 (stereo unspecified),-2,-10
COC(=O)C(C(=O)OC)C1CCCCC1NS(=O)(=O)c1ccc(C)cc1 (stereo unspecified),-4,6
CCOC(=O)C1CCCN(C(=O)c2ccc(OC)cc2OC)CC1 (stereo unspecified),-7,5
CCCC(=O)N1CCCC(c2cc(C(=O)NCc3cccnc3)no2)C1 (stereo unspecified),-5,4
COc1cccc(CNc2nc(NC(C)C)nc3ccsc23)c1,-7,-6
CC(C)C[C@H]1CN(CCCC[C@@H]2CNC(=O)C(=O)N2CC2CCCCC2)C(=O)C(=O)N1CCc1ccc(O)cc1,2,-1
COc1cccc(-c2cc3nc(NCCOc4ccccc4Cl)n(C)c(=O)c3s2)c1,-7,1
Cn1ccc2c(-c3cncc4ccccc34)cc3c(c21)C1CCC3O1 (stereo unspecified),1,6
COC(=O)C(C#N)(CCC(=O)c1ccccc1)CCC(=O)c1ccccc1,-8,1
Cc1cc(C)n2c(NC3CCCC3)c(-c3ccc(F)cc3)nc2n1,-7,8
COC(=O)[C@]12CCCCC=C1N(Cc1ccccc1)C(=O)[C@H](CC(=O)NCc1ccc(OC)c(OC)c1)C2,-5,-3
CCCCNC(=O)C[C@@H]1C[C@@]2(C(=O)OCC)CCC=C2N(Cc2cccc3ccccc23)C1=O,-6,2
COc1cccc(NC(=O)C2(C)CCN2C(=O)CCc2ccc(Cl)cc2Cl)c1 (stereo unspecified),-3,0
CN(C)CCNC(=O)c1cccc(-c2cnc3c(NC=O)cc(-c4cccc(C(F)(F)F)c4)cn23)c1,-8,-4
CCSc1ccc(-c2cc(NC=O)c3ncc(-c4cc(OC)c(OC)c(OC)c4)n3c2)cc1,-1,7
CCc1nc2ccc(C(=O)N3CCN(S(=O)(=O)CC)CC3)cn2c1N(C)C(=O)c1cccc(OC)c1,-5,0
CCCCCCn1cc(CN2CC(N3CCN(CCO)CC3)CS2(=O)=O)nn1 (stereo unspecified),-2,-1
COc1cc(CC(=O)N2c3ccccc3N=C(c3ccccc3)C2C(=O)NCc2ccccc2)cc(OC)c1 (stereo unspecified),-2,-2
CC(C)(C)c1ccc(CC(=O)N2CCC2(C)C(=O)Nc2cccc3ccccc23)cc1 (stereo unspecified),-8,0
CC(C)(C)NC(=O)C(c1ccc(C(F)(F)F)cc1)n1c(=O)c(-c2ccco2)nc2ccccc21 (stereo unspecified),-6,1

# 7 entries from above, ordered by their value in M4 PAM, highest first:
SMILES,GalR3 antagonist,M4 PAM
Cc1cc(C)n2c(NC3CCCC3)c(-c3ccc(F)cc3)nc2n1,-7,8
CCSc1ccc(-c2cc(NC=O)c3ncc(-c4cc(OC)c(OC)c(OC)c4)n3c2)cc1,-1,7
CCCCNC(=O)C[C@@H]1C[C@@]2(C(=O)OCC)CCC=C2N(Cc2cccc3ccccc23)C1=O,-6,2
COc1cccc(-c2cc3nc(NCCOc4ccccc4Cl)n(C)c(=O)c3s2)c1,-7,1
CCc1nc2ccc(C(=O)N3CCN(S(=O)(=O)CC)CC3)cn2c1N(C)C(=O)c1cccc(OC)c1,-5,0
CC(C)C[C@H]1CN(CCCC[C@@H]2CNC(=O)C(=O)N2CC2CCCCC2)C(=O)C(=O)N1CCc1ccc(O)cc1,2,-1
COc1cccc(CNc2nc(NC(C)C)nc3ccsc23)c1,-7,-6
